TWEAK-Fn14 inh: inhibitors of TWEAK-Fn14 interaction signaling; TWEAK-stimulated Fn14 reporter cells, luciferase luminescence, 8 h; inhibition, % at 10 µM; 360,000 compounds, 2% hits; in the data active = inhibition above about 50%
TROY NFkB inh: TROY signaling inhibition; 360,000 compounds, 0.98% hits; AID 1347056; Q293 LMP1-TROYcd NF-kB luciferase reporter, 4 h; inhibition, % at 10 µM;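 active = compounds whose plate-normalised and pattern-corrected inhibition of the luciferase reporter signal at the single screening dose is 50% or more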
NCOA2 inhibitor: human SRC2 (NCOA2) inhibition; HEK293 GAL4-SRC2 luciferase reporter, luminescence; inhibition, % at 9 µM; 370,000 compounds, 0.17% hits;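 active = inhibition above the mean inhibition of all tested compounds plus 3 SD, set per campaign, cut at about 52% in these data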;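 also: 0% = DMSO treated cells and 100% = cells given Gossypol at 36 µM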
Target sequence (Q15596 whole entry, looked up, the tested form may be a part): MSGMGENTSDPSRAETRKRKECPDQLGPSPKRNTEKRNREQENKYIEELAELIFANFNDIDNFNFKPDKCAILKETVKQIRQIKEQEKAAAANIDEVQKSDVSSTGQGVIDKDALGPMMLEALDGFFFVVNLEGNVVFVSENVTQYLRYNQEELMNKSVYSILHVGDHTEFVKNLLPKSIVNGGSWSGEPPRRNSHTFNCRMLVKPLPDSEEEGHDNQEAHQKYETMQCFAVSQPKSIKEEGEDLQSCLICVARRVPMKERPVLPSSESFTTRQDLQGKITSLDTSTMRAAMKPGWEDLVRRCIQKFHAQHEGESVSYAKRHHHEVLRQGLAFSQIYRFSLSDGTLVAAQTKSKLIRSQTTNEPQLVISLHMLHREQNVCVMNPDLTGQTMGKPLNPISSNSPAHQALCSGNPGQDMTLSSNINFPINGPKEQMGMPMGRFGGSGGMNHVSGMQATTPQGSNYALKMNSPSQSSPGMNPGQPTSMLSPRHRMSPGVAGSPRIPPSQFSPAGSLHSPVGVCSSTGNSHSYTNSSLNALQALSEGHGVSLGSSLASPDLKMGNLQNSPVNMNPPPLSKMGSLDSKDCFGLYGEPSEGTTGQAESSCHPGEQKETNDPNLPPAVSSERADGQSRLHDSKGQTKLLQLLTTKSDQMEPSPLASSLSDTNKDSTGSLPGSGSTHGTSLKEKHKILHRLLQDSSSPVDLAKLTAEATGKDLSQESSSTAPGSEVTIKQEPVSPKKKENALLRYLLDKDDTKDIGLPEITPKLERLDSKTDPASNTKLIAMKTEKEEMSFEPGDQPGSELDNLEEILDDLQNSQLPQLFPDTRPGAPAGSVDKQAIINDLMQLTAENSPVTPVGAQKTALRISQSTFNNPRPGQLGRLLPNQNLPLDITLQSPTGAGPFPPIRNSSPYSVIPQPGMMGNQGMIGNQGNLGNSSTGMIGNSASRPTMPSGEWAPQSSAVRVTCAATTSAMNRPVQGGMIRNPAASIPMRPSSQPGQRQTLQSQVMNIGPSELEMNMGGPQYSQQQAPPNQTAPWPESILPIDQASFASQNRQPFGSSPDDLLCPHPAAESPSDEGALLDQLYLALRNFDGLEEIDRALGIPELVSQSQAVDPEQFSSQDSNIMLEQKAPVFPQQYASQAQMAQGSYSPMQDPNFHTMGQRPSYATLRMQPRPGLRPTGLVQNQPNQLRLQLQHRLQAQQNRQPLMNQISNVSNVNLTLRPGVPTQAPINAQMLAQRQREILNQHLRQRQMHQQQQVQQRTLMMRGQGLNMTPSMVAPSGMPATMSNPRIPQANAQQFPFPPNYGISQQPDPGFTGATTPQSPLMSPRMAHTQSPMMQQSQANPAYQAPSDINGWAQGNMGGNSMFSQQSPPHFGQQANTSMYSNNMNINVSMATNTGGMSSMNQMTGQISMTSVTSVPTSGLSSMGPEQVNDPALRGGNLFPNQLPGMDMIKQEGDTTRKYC
NOD2 RIPK2 PPI: NOD2-RIPK2 protein interaction inhibition | inhibition, % at 4.98 µM | O43353 | CHO BLA complementation NOD2-RIPK2, CCF4 ratio | 360,000 compounds, 0.38% hits | AID 624267; in the data active = inhibition above about 21%;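 also: 0% = vehicle only and 100% = reference blocker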
SRC3 inh: human NCOA3 inhibition; Q9Y6Q9; HEK293 GAL4-SRC3 luciferase reporter, luminescence; inhibition, % at 3.6 µM; 360,000 compounds, 0.17% hits; AID 588352;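 active = inhibition above a per-campaign cutoff, the mean of all compounds plus 3 SD, cut at about 60% in these data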;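 also: 0% = DMSO-treated cells and 100% = gossypol-treated cells at 36 µM; higher means less SRC3-driven luciferase light from the GAL4 reporter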
NR5A2 inv ag: NR5A2 inverse agonism in reporter assay; O00482; HEK293T StAR-luciferase reporter, LRH-1 transfected, 24 h; inhibition, % at 3.6 µM; 360,000 compounds, 0.13% hits; AID 602396;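 active = inhibition above the mean inhibition of all tested compounds plus 3 SD, cut at about 73% in these data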;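 also: 0% = DMSO wells and 100% = reporter-only cells lacking LRH-1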
LMP1 NFkB inh: Epstein-Barr LMP1 NF-kappaB reporter inhibition; LMP1-induced NF-kappaB luciferase reporter cells, luminescence; inhibition, % at 12.5 µM; 350,000 compounds, 0.69% hits; in the data active = inhibition above about 41%;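 also: 0% = neutral control wells and 100% = reference inhibitor control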
C8 TRAIL sens: caspase-8 TRAIL sensitization; 360,000 compounds, 1% hits; NB7+C8 cells + TRAIL, ATPlite viability luminescence; inhibition (viability loss, TRAIL sensitization), % at 10 µM; AID 624354;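 active = compounds causing at least 50% loss of cell viability in the single-dose screen, relative to plate controls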
SRC1 inh: human NCOA1 inhibition; Q15788; 360,000 compounds, 0.12% hits; inhibition, % at 3.6 µM; HEK293 GAL4-SRC1 luciferase reporter, luminescence;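 active = inhibition above the campaign mean plus 3 SD, with each screening campaign given its own cutoff, cut at about 60% in these data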;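 also: 0% = DMSO treated cells and 100% = gossypol at 36 µM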
NR2F2 inh: blocks human COUP-TFII nuclear receptor | HEK293T NGFI-A luciferase reporter, luminescence | inhibition, % at 8.6 µM | 370,000 compounds, 0.7% hits;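 active = inhibition above a per-plate cutoff, mean inhibition of test wells between control levels plus 3 SD, cut at about 38% in these data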;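 also: cells cotransfected with COUP-TFII expression vector driving the NGFI-A reporter; 0% = median of COUP-TF2 test wells and 100% = reporter-only cells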
TLR9-MyD88 block: TLR9-MyD88 interaction inhibition; AID 504734; 340,000 compounds, 0.21% hits; Q9NR96+Q99836; inhibition, % at 4.98 µM; CHO BLA complementation TLR9-MyD88, CCF4 FRET ratio;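 active = inhibition above the mean over all tested compounds plus 3 SD, cut at about 21% in these data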;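 also: 0% = DMSO only wells and 100% = clavulanate BLA inhibitor control wells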
Numbers without * were called inactive; . = not tested or not shown.

SMILES | TWEAK-Fn14 inh | TROY NFkB inh | NCOA2 inhibitor | NOD2 RIPK2 PPI | SRC3 inh | NR5A2 inv ag | LMP1 NFkB inh | C8 TRAIL sens | SRC1 inh | NR2F2 inh | TLR9-MyD88 block
Cc1nc2ccccc2c2oc(C(=O)N3CCc4ccccc4C3)cc12 | 33 | 15 | -8 | 4 | 17 | -22 | -1 | 9 | 18 | 24 | 4
O=C(NCC1CCCO1)C(=O)N/N=C/c1cccc(Cl)c1 (stereo unspecified) | 3 | -21 | 5 | -2 | 5 | 10 | -4 | 3 | -2 | -23 | -15
c1cc(-n2nnc3cnccc32)ccn1 | -2 | -2 | -5 | -4 | 16 | 16 | 4 | -17 | -8 | -10 | 15
CCc1ccc(/C=C2/C(=O)N(C)C(=S)N2CC(=O)OC)s1 | 0 | -6 | -9 | 4 | 9 | 16 | -25 | 1 | -14 | 2 | -4
COc1cc(/C=C(\C#N)c2nc3ccccc3[nH]2)ccc1OC(=O)c1ccco1 | 22 | -52 | -47 | -3 | -69 | -48 | -19 | 6 | -39 | -45 | 7
CCCN1C2CCCC1CC(NC(=O)c1ccc(C(C)(C)C)cc1)C2 (stereo unspecified) | 10 | 14 | -5 | 2 | -33 | 5 | -7 | 7 | -2 | 10 | -2
COC(=O)CCN(C(=O)c1cc([N+](=O)[O-])cc([N+](=O)[O-])c1)c1ccccn1 | -2 | -24 | -9 | 0 | 3 | 15 | 2 | 4 | -13 | 1 | -11
COc1ccc(C(C)=O)cc1CSCCC#N | -3 | 11 | 8 | 3 | 14 | -13 | 8 | -18 | -9 | -12 | -3
CNC(=O)c1ccsc1NC(=O)CCS(=O)(=O)c1ccc(C)cc1 | -2 | 10 | -1 | 1 | 14 | 2 | -3 | 5 | -5 | -1 | 0
CN(Cc1ccccc1)C(=O)c1ccc(Nc2nc(C(N)Cc3ccc(C(F)(F)F)cc3)cs2)nc1 (stereo unspecified) | 28 | 27 | -20 | 7 | 3 | -41 | . | 93* | 11 | -11 | .
CCOc1ccc(N(CC(=O)Nc2cc(OC)cc(OC)c2)S(=O)(=O)c2c(C)[nH]c(=O)[nH]c2=O)cc1 | -4 | -6 | -6 | -6 | 15 | 10 | -7 | 9 | -8 | 2 | 1
CCOc1ccc(OCCOCCN2CCOCC2)cc1 | -7 | -25 | -10 | -8 | 13 | -2 | -1 | -9 | 3 | -7 | 0
Cc1cccc2cc(C3CC(c4cccs4)=NN3C(=O)CCC(=O)O)c(Cl)nc12 (stereo unspecified) | 12 | -3 | -1 | 6 | -21 | 14 | 3 | -7 | 8 | 4 | -8
CC(=O)Nc1ccc(S(=O)(=O)NCCC(=O)NNC(=O)c2ccncc2)cc1 | 10 | 4 | 1 | -6 | 14 | -8 | -6 | -16 | -9 | 12 | 3
CN1CCC2(CC1)N=C(c1ccc(F)cc1)C(=S)N2C(=O)c1ccccc1 | 11 | 2 | -27 | 7 | 0 | 6 | 6 | -5 | 3 | 14 | -11
CCOc1ccccc1-c1nc2c(s1)CCc1onc(-c3ccc(OC)cc3)c1-2 | 0 | -4 | -11 | -3 | -7 | -15 | -5 | -5 | 3 | -9 | 0
COc1ccc(-c2noc(COc3ccc4c(c3)OCO4)n2)cc1OC | -24 | -19 | -27 | -4 | 19 | 13 | -3 | -6 | -16 | 8 | 0
ON=C(c1ccccc1)c1ccc2c3c(cccc13)CC2 | -14 | 16 | 20 | 5 | -4 | -7 | 0 | -1 | -11 | 26 | -4
Cc1cc(C)c2c(n1)nn1c(NCCOCCO)cc(C)nc21 | -11 | -12 | -21 | -6 | 1 | 10 | -2 | 5 | -3 | -6 | -4
Cn1c(=O)n(C)c2cc(/C=N/n3cnnc3)ccc21 | -20 | -8 | -4 | -1 | -2 | 3 | -1 | 7 | -22 | -14 | 4

Record cards, as listed above. Values in the order: TWEAK-Fn14 inh | TROY NFkB inh | NCOA2 inhibitor | NOD2 RIPK2 PPI | SRC3 inh | NR5A2 inv ag | LMP1 NFkB inh | C8 TRAIL sens | SRC1 inh | NR2F2 inh | TLR9-MyD88 block
CCOc1ccc(OCCOCCN2CCOCC2)cc1 is listed with -7 | -25 | -10 | -8 | 13 | -2 | -1 | -9 | 3 | -7 | 0
COc1cc(/C=C(\C#N)c2nc3ccccc3[nH]2)ccc1OC(=O)c1ccco1 is listed with 22 | -52 | -47 | -3 | -69 | -48 | -19 | 6 | -39 | -45 | 7

Next part.
SMILES | TWEAK-Fn14 inh | TROY NFkB inh | NCOA2 inhibitor | NOD2 RIPK2 PPI | SRC3 inh | NR5A2 inv ag | LMP1 NFkB inh | C8 TRAIL sens | SRC1 inh | NR2F2 inh | TLR9-MyD88 block
O=C(Nc1ccc2c(c1)OCCO2)C1CCN(S(=O)(=O)Cc2ccccc2)CC1 | 11 | 0 | 0 | -3 | 9 | -27 | 2 | -1 | -10 | 0 | 5
COc1ccc(C2=NN(C(=O)CCC(=O)O)C(c3ccccc3)C2)cc1 (stereo unspecified) | -16 | -9 | -28 | -7 | -20 | -21 | 8 | -3 | -16 | -14 | -4
O=[N+]([O-])c1ccc(NN=C(C2CC2)C2CC2)c([N+](=O)[O-])c1 | -4 | 18 | -22 | -2 | -1 | 4 | -6 | -20 | 2 | -1 | -8
CN(C)c1cccc(NC(=O)Cc2ccc(F)cc2)c1 | 3 | -3 | 3 | -3 | 1 | 10 | -16 | 8 | -15 | -14 | 10
CCOc1ccc(N(CC(=O)Nc2ccc(OC)cc2)S(C)(=O)=O)cc1 | -18 | -19 | -4 | -11 | -64 | -75 | -18 | 7 | -63 | -45 | 4
COc1ccc(NC(=O)c2cc3ccc4c5ccccc5[nH]c4c3cc2O)cc1 | -33 | -10 | 1 | -1 | -1 | 6 | -2 | 6 | 8 | -16 | -5
COc1cc(C(N)=O)cc(Cl)c1OC | 7 | -3 | 17 | -14 | 14 | 15 | 2 | 4 | 21 | -12 | -3
CCNc1nc(SCC(=O)Nc2ccccc2)nc(N2CCOCC2)n1 | -3 | 12 | -1 | 1 | 7 | 10 | -4 | -21 | -26 | -6 | -6
COc1cc(OC)cc(-c2cc3nc4c(c(N5CCN(c6ncccn6)CC5)n3n2)CCCC4)c1 | -2 | -20 | -24 | -5 | -11 | -33 | -14 | 3 | 0 | -11 | -7
Cc1ccc(NC(=S)NCCc2ccccc2)nc1 | -27 | -47 | -53 | 1 | -62 | -88 | -40 | -1 | -49 | -16 | 6
COc1ccc(OC)c(NC(=O)CSc2nc3cccnc3n2C)c1 | -6 | 6 | 9 | 5 | 9 | -12 | 10 | -15 | -7 | 8 | -15
Cc1ccc(-n2c(SCC(=O)N3CC(=O)Nc4ccccc43)nc3ccccc3c2=O)cc1 | 4 | -19 | -19 | 3 | 9 | -7 | -5 | -6 | 3 | -2 | 10
COC(=O)c1ccc(COc2ccccc2/C=C(\C#N)C(=O)Nc2c(C)cc(C)cc2C)cc1 | 68* | 20 | -8 | 5 | 16 | 0 | 15 | -11 | 2 | 5 | 2
Cc1cc(N2CCC(N(C)C3CCCC3)CC2)nc2cc(O)ccc12 | -47 | 5 | -19 | -6 | 18 | -15 | -7 | 0 | -4 | -6 | -3
O=C(CN1CCN(c2ccccn2)CC1)Nc1cccc(F)c1 | 0 | -16 | -2 | . | . | . | -16 | 1 | . | 5 | -9
CSc1ccccc1-n1nnnc1SCC(=O)Nc1ccccc1C | -13 | -21 | -21 | 5 | 15 | 3 | -2 | 2 | -16 | -7 | 6
COc1ccc(C(C(=O)NCc2ccccc2)N(Cc2ccc3c(c2)OCO3)C(=O)c2cnccn2)cc1 (stereo unspecified) | -9 | -12 | 2 | -14 | -2 | -18 | -12 | -12 | -16 | -1 | -6
CC(NS(=O)(=O)c1ccc(Cl)c(Cl)c1)C(=O)Nc1cccnc1 (stereo unspecified) | 11 | 1 | -10 | 2 | 0 | -11 | -9 | -15 | -9 | 5 | 3
COc1cc(C)c(C(C)C)cc1S(=O)(=O)n1ccnc1 | 4 | 0 | -25 | -2 | 7 | 7 | -10 | -10 | 19 | 7 | 1
Cc1ccc(/C=N/NC(=O)Cc2cccs2)o1 | -11 | -28 | -4 | -3 | 2 | -1 | 3 | 1 | -2 | -14 | 1
COc1ccccc1Oc1ccc2c(c1)C(=O)N(c1ccc(O)cc1)C2=O | -15 | -20 | 1 | -3 | 11 | 23 | 0 | -4 | -22 | 0 | -6
Cc1ccc(S(=O)(=O)Nc2c(NC3CCCCC3)c3ccccc3oc2=O)c(C)c1 | 27 | 7 | . | -4 | 4 | 6 | 6 | 8 | 32 | . | -23
CCC(=O)/C=C1/Sc2ccc(OC)cc2N1CCO | 6 | -5 | -17 | 3 | 12 | -3 | -1 | -1 | 0 | 16 | 5
CCOC(=O)N1CCN(S(=O)(=O)c2ccc3c(c2)CCN3C(=O)C2CCC2)CC1 | 3 | 2 | . | -3 | 13 | 11 | 6 | 6 | 2 | . | 1
CC(=O)Nc1ccc(NC(=O)C(C)OC(=O)CNS(=O)(=O)c2cccc(Cl)c2)cc1 (stereo unspecified) | 12 | -7 | 13 | 4 | 8 | -10 | 2 | 5 | -24 | 14 | -10
O=C(NNCc1ccccc1)c1ccccc1 | 65* | 24 | -18 | 3 | -103 | -125 | 17 | 14 | -141 | -38 | -3
Cn1c(=O)n(C)c2cc(C(N)=O)ccc21 | 3 | 2 | 8 | -11 | 27 | 17 | -28 | -10 | -20 | 9 | -2
CCOC(=O)C1CCN(S(=O)(=O)CCNC(=O)c2ccc(F)cc2)CC1 | -3 | 3 | 16 | 4 | 18 | -14 | -1 | -13 | -3 | -2 | 10
Cc1noc(C)c1S(=O)(=O)N1CCC(C(=O)c2ccccc2)CC1 | -5 | 9 | -13 | 13 | 19 | 2 | 4 | -12 | 17 | 10 | -11
COc1ccc(CNS(=O)(=O)NCc2ccccc2F)cc1 | 12 | 4 | -1 | 3 | -1 | -2 | -4 | -20 | -4 | 6 | -11
CCCCCCN1CCN(C2CN(Cc3cn(Cc4ccc(Cl)cc4)nn3)S(=O)(=O)C2)CC1 (stereo unspecified) | 21 | 7 | -16 | -8 | . | -9 | . | 12 | . | 12 | .
CC1CCCN(C2(O)C(=O)Nc3ccc(Cl)cc32)C1 (stereo unspecified) | 3 | -12 | 15 | -2 | 3 | -8 | 7 | 16 | 11 | 4 | -1
COc1cccc(C2/C(=C(\O)c3ccc4c(c3)OCCO4)C(=O)C(=O)N2CCCN2CCOCC2)c1OC (stereo unspecified) | -7 | 5 | . | 3 | 6 | 0 | 10 | -1 | 3 | . | -7
Cc1ccnc(N2CCCC(C(=O)Nc3nnc(C)s3)C2)n1 (stereo unspecified) | 4 | -7 | -6 | -2 | 7 | 24 | -21 | 21 | 13 | 5 | 0
COc1ccc(Cl)c(NC(=O)Nc2c(C)n(-c3ccccc3)c(=O)n2C)c1 | -2 | -8 | 4 | -4 | 17 | 2 | 5 | -9 | 4 | 9 | 12
C/C(=N\NC(=O)c1ccn(C)n1)c1cccc(NC(=O)c2ccncc2)c1 | -17 | -22 | -34 | -11 | -26 | -86 | 1 | 14 | -75 | -53 | 0
COc1cc2c(OC)cccc2cc1C(=O)O | 26 | -1 | -15 | -8 | 10 | -8 | 5 | -11 | -6 | -13 | 3
CCOc1ccc(N(CC(=O)N/N=C/c2ccc(OC(C)C)cc2)S(C)(=O)=O)cc1 | -5 | -17 | -2 | -8 | 18 | 6 | -9 | -5 | 2 | -4 | 3
COc1ccc(-c2ccc(C(=O)N3CCN(C)CC3)c3occc23)c(C)c1 | -30 | 17 | 10 | -2 | 8 | -2 | . | 21 | -6 | -2 | .

This is a subset; rates above refer to the full screens.
